STAT1 inh – STAT1 signaling inhibition | NIH 3T3 STAT1-luciferase reporter, IFN-gamma, luminescence | inhibition, % at 5.5 µM | actives 0.35% (n = 200,000) | AID 920;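 active = inhibition above a set limit, the mean inhibition across all tested compounds plus 3 SD, cut at about 34% in these data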;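 note: 0% = IFN-gamma with DMSO and 100% = IFN-gamma with 300 µM nifuroxazide; values of inactives mirror those of a sister screen read the other way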
STAT3 activator – STAT3 signaling activation; actives 0.91% (n = 190,000); U3A cells, IL-6 STAT3-luciferase reporter, luminescence; 100% = signal with IL-6 EC80 alone; activation (% of control), % at 5.6 µM;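 active = activation above the screen-wide mean of compound activation plus 3 SD, cut at about 130% in these data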;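 note: 0% = background luminescence of wells with medium and substrate only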
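Test system: Human STAT1-deficient U3A cells with stable STAT3-luciferase reporter | Also added: Interleukin-6, 33 ng/mL | Timing: Compound pre-incubation 1 h before IL-6, then 6 h stimulation at 37 °C | Technique: Luciferase reporter luminescence | Read-out: Percent of IL-6-only median luminescence | Benchmarks: IL-6-only wells as 100% reference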
FLuc inh counter – counter-screen for luciferase assay inhibitors: firefly luciferase inhibition; inhibition, % at 10 µM; actives 1.5% (n = 200,000); ATPLite firefly luciferase biochemical luminescence, 10 min; P08659; AID 1006;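 active = inhibition above about 50% when tested at 10 µM, limit read from the data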
Target sequence (P08659 whole entry, looked up): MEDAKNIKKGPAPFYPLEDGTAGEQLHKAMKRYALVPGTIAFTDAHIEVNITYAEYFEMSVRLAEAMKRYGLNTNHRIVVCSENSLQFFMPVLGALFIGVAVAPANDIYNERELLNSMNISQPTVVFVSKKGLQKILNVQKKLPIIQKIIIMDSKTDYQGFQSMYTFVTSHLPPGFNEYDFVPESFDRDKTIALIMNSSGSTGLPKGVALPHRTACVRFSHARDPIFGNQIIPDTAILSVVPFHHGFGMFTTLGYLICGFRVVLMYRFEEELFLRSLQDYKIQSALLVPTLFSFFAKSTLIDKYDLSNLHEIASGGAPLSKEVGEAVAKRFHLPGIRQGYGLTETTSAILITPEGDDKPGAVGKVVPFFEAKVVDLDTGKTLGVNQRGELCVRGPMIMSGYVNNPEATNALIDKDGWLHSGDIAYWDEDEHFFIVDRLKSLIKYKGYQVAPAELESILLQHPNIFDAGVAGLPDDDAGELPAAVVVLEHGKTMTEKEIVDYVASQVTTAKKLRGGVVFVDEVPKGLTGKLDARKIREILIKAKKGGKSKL
STAT3 blocker – inhibitors of IL-6 induced STAT3 signaling; U3A cells, IL-6 STAT3-luciferase reporter, luminescence; host cell line lacks STAT1; inhibition, % at 5.5 µM; actives 0.89% (n = 190,000); AID 862;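 active = inhibition above the mean inhibition across all screened compounds plus 3 SD, cut at about 44% in these data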;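 note: 0% = DMSO only wells and 100% = 100 µM nifuroxazide control wells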
STAT1 act – STAT1 signaling activation. NIH 3T3 STAT1-luciferase reporter, IFN-gamma, luminescence; 100% = IFN-gamma alone, no compound. activation (% of control), % at 5.5 µM. actives 2.6% (n = 200,000). AID 932;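 active = activation above the screen-wide mean activation plus 3 SD, cut at about 130% in these data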;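 note: raw ratio to IFN-gamma control signal so 100% means no change and 0% no light; values of inactives mirror those of a sister screen read the other way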
APP 5'UTR act – activates APP 5'UTR luciferase reporter; SH-SY5Y APP 5'UTR luciferase reporter, luminescence; zero percent = DMSO vehicle wells; activation, % at 2 µM; actives 1% (n = 190,000);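 active = activation above a set limit, based on mean plus 3 SD of controls, cut at about 140% in these data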; note: values of inactives mirror those of a sister screen read the other way
NF-kB neuron act – compounds increasing NF-kB expression in human neuronal cells | AID 1239 | NF-kB reporter expression; active compounds read high | fold change at 12.5 µM | actives 1.6% (n = 190,000); in the data active = fold change above about 3.3
Hsp70 act – switches on Hsp70 transcription | activation, % at 10 µM | HeLa Hsp70 promoter luciferase reporter, luminescence; scaled: vehicle 0, proteasome-inhibitor control 100% | actives 0.04% (n = 200,000);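 active = activation above the mean across all tested compounds plus 3 SD, cutoff set per campaign, cut at about 5.5% in these data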;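 note: 100% = MG132 at 30 µM as the positive control and 0% = DMSO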
APP 5UTR inh – APP translation inhibition; inhibition, % at 2 µM; SH-SY5Y APP 5'UTR-luciferase reporter, luminescence; actives 0.82% (n = 190,000);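 active = inhibition above a set limit, derived from the sample mean plus 3 SD, cut at about 45% in these data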; note: values of inactives mirror those of a sister screen read the other way
RAM network inh – blocks the yeast RAM network; actives 1.8% (n = 190,000); inhibition, % at 50 µM; S. cerevisiae dse1pr::URA3 reporter, 5-FOA growth OD615, 2 d; analog-sensitive cbk1-as2 kinase mutant strain;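 active = inhibition above a set limit, 3 SD over mean compound inhibition, cut at about 8.4% in these data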;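 note: 0% = DMSO-only wells with no growth and 100% = 10 µM 1-NA-PP1 full growth; inhibition rescues growth on 5-FOA so higher OD means more RAM inhibition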
* = called active by the depositor; . = not tested or not shown.

SMILES	STAT1 inh	STAT3 activator	FLuc inh counter	STAT3 blocker	STAT1 act	APP 5'UTR act	NF-kB neuron act	Hsp70 act	APP 5UTR inh	RAM network inh
Cc1cc(C)n2nc(C(=O)OCC(=O)Nc3ccc4c(c3)OCO4)nc2n1	-2.4	108.2	-1.9	-6.8	102.2	8.0	1.17	1.0	-8.0	0.9
CCCCn1c(=O)c2ccccc2c2ccccc2c1=O	3.1	98.0	-4.8	7.2	97.1	16.5	1.22	-0.4	-16.5	-0.1
COc1ccc(NC(=O)/C=N/O)cc1	-2.4	109.0	-1.8	-5.9	99.1	0.6	1.03	0.0	-0.6	-0.4
Cc1ccc(C)c(-n2nnnc2SCC(=O)Nc2cccc(-c3nnc4n3CCCCC4)c2)c1	8.4	89.1	-7.7	18.1	92.4	3.5	0.9	-0.3	-3.5	-0.5
Cc1onc(-c2ccccc2)c1C(=O)Nc1sc2c(c1C#N)CCC2	0.9	105.5	-4.7	0.0	98.1	5.9	0.92	0.1	-5.9	2.5
Nc1c(S(=O)(=O)c2cccs2)c2nc3ccccc3nc2n1CC1CCCO1 (configuration not stated)	-1.4	97.2	-1.9	7.7	101.3	3.6	1.37	-0.4	-3.6	4.3
Cc1ccc(-n2cc(-c3ccccc3)[nH]c2=O)cc1F	-17.1	113.8	5.8	-12.2	117.5	113.7	1.93	0.5	-113.7	1.5
O=C(CSc1nnc(NC(=O)Cc2ccccc2)s1)NCc1ccco1	2.0	110.8	-3.1	-4.5	97.3	-2.0	1.08	-0.1	2.0	3.9
CCN(CC(=O)NC(C)(C)C)C(=O)C(c1ccccc1)c1ccccc1	3.0	98.9	-3.4	9.0	96.0	25.5	1.18	-0.1	-25.5	0.6
CNc1nnc(-c2ccc(C)cc2)c2ccccc12	-0.4	84.4	-3.9	23.2	100.3	12.2	1	-0.4	-12.2	1.9
COC(=O)c1ccc(SCC(=O)NC2CCCC2)c([N+](=O)[O-])c1	11.3	93.8	-6.0	5.1	90.0	-3.4	1.31	-0.2	3.4	4.0
COC(=O)c1ccc(NC(=O)Nc2cccc(F)c2)cc1	-27.9	90.6	12.9	20.9	124.5	113.0	2.91	0.1	-113.0	4.0
Fc1cccc(/C=N/NC(=S)Nc2ccccc2Cl)c1	-34.8	98.9	-12.5	2.2	131.1*	14.4	1.67	-0.1	-14.4	4.5
CCC(c1nc2ccccc2c(=O)n1CCCn1ccnc1)N1C(=O)c2ccccc2C1=O (configuration not stated)	7.7	99.8	-11.0	6.1	93.0	5.9	1.02	0.0	-5.9	0.0
Cc1ccc(C(=O)Nc2ccc3c(c2)OCO3)cc1S(=O)(=O)N1CCCC1	-14.6	102.3	12.4	1.4	113.5	36.6	1.55	-0.1	-36.6	0.3
Fc1ccccc1/C=C1\CCCC2=C1Nc1ncnn1C2c1ccccc1F (configuration not stated)	24.0	72.5	-6.8	32.8	78.0	-11.2	4.05*	-0.2	11.2	-1.1
NC1=C(c2ccc([N+](=O)[O-])cc2)C(=O)CO1	2.0	99.0	4.0	-1.0	98.2	0.1	0.93	0.2	-0.1	0.7
O=C(Nc1nc(-c2cccs2)cs1)c1ccc(S(=O)(=O)N2CCCCC2)cc1	7.1	78.2	4.6	33.8	93.6	-13.6	0.56	-0.2	13.6	2.6
Cc1cccc(OCCNC(=O)c2ncn[nH]2)c1	3.3	96.0	-0.4	8.3	97.0	8.8	1.21	-0.2	-8.8	1.5
COc1ccc(-n2cc(-c3ccc(C)cc3)[n+]3c2SCC3)cc1	22.5	42.6	-5.1	68.6*	79.7	2.4	0.37	-0.3	-2.4	-0.2
COc1ccc(C)cc1N(CC(=O)NC1CCCC1)C(=O)CCC(=O)Nc1cc(C)on1	-1.5	103.0	-5.6	-0.7	101.4	6.5	0.92	-0.2	-6.5	1.7
Cc1ccc2cc(CN(CCCN3CCOCC3)C(c3nnnn3Cc3ccco3)C(C)C)c(=O)[nH]c2c1C (configuration not stated)	1.3	102.7	.	-2.3	98.8	0.9	.	-0.3	-0.9	.
O=C(NC(Cc1c[nH]c2ccccc12)c1nnc2n1CCCCC2)c1ccccc1 (configuration not stated)	-4.4	104.0	0.5	-3.7	104.0	-7.0	1.41	-0.2	7.0	0.8
Cc1ccc(-c2nc(CN(Cc3cnn(C)c3)C(C)C)c(C)o2)o1	-4.6	102.0	1.8	2.0	102.7	2.5	1.15	-0.1	-2.5	1.8
CC(=O)c1ccc(NC(=S)NC(C)CCc2ccccc2)cc1 (configuration not stated)	3.2	88.4	-6.9	18.3	95.1	9.0	0.85	0.0	-9.0	2.2
Continued.
SMILES	STAT1 inh	STAT3 activator	FLuc inh counter	STAT3 blocker	STAT1 act	APP 5'UTR act	NF-kB neuron act	Hsp70 act	APP 5UTR inh	RAM network inh
Nc1c(C(=O)c2ccc(Br)s2)oc2ccccc12	-4.0	176.9*	1.1	-82.4	103.7	9.0	1.75	0.1	-8.9	-0.6
Cc1cccc(-c2c3c(=O)n(C)c(=O)n(C)c3c3nnc4ccccc4n23)c1	-8.9	108.8	.	-6.2	108.1	-9.8	.	-0.3	9.8	.
CC1(C)CC(=O)c2cnc(NC(=O)Cc3ccc(Cl)cc3)nc2C1	-7.5	105.5	0.6	-4.7	107.0	4.5	0.96	-0.1	-4.5	3.4
COc1ccc2oc(C(F)(F)C(F)(F)F)cc(=O)c2c1	7.5	108.8	-7.0	-5.7	93.1	2.8	1.1	-0.4	-2.8	3.4
c1ccc(CN(Cc2ccccc2)c2nn[nH]n2)cc1	-10.2	100.9	-6.6	0.9	109.4	-13.3	0.94	0.3	13.3	2.1
Cc1ccc2c(c1)N(CCCC(=O)NCC1COc3ccccc3O1)C(=O)CO2 (configuration not stated)	6.6	100.2	-7.3	4.7	94.0	37.7	1.07	-0.1	-37.7	0.4
COc1ccc(-c2cc(-c3ccc(OC)c(OC)c3)n[nH]2)c(O)c1	3.5	99.1	7.6	-1.9	96.7	126.6	4.05*	0.1	-126.6	0.4
O=C(O)C1C2CCC(O2)C1C(=O)Nc1ccc(F)cc1 (configuration not stated)	1.2	90.0	-5.4	19.1	97.0	-4.5	1.24	0.1	4.5	4.0
Cc1cc(Cl)ccc1OCC(=O)N/N=C1\CCCc2ccccc21	4.9	91.7	-3.1	12.0	95.6	7.7	1.36	0.0	-7.7	15.0*
Cc1cc(Br)ccc1OCCCCNCCO	-4.6	107.8	-2.6	-9.4	104.2	6.3	1.05	-0.5	-6.3	1.3
O=C(NCC1CCCO1)C1CCCN1C(=O)Nc1ccc(Cl)cc1 (configuration not stated)	-7.3	100.1	-0.8	4.4	105.2	29.4	1.1	0.0	-29.4	0.2
Cn1c(=O)cc(OCC(=O)NCCCN2CCN(c3cccc(Cl)c3)CC2)c2ccccc21	-2.0	100.1	-3.8	0.1	102.7	10.9	0.79	-0.2	-10.9	2.9
CCOC(=O)CC(=O)CSc1nc2c(cc1C#N)CCCCC2	-44.8	93.6	3.9	11.2	140.7*	125.7	4.57*	0.2	-125.7	1.1
COC(=O)c1sccc1NC(=O)C12CC3CC(CC(C3)C1)C2	0.9	103.3	.	-1.7	99.6	8.6	.	0.0	-8.6	.
Cc1ccc([N+](=O)[O-])c(OCCN2CCC(Cc3ccccc3)CC2)c1	-1.6	95.5	-0.8	7.5	99.2	-24.1	1.08	0.0	24.1	0.0
CCOC(=O)Cc1csc(NC(=O)CC)n1	4.9	94.5	-7.4	10.2	95.5	-22.7	1.13	-0.1	22.7	-0.5
COc1ccc(NC(=O)c2oc3ccccc3c2NC(=O)COc2ccccc2OC)c(OC)c1	3.1	91.6	-2.4	13.2	97.2	3.5	1.1	-0.2	-3.5	5.0
CCOC(=O)CN(C(=O)COc1ccc2c(C)cc(=O)oc2c1)c1ccc(OCC)cc1	-2.5	102.2	-2.2	3.7	102.7	8.8	.	0.1	-8.8	2.2
Cc1ccccc1-n1nnnc1SCCCC(=O)c1ccc(F)cc1	-2.9	96.1	-2.1	7.4	102.6	16.6	0.93	-0.5	-16.6	4.9

Part of the list above, set out differently:
Second line of a record: STAT1 inh | STAT3 activator | FLuc inh counter | STAT3 blocker | STAT1 act | APP 5'UTR act | NF-kB neuron act | Hsp70 act | APP 5UTR inh | RAM network inh
COc1ccc2oc(C(F)(F)C(F)(F)F)cc(=O)c2c1
  7.5 | 108.8 | -7.0 | -5.7 | 93.1 | 2.8 | 1.1 | -0.4 | -2.8 | 3.4
c1ccc(CN(Cc2ccccc2)c2nn[nH]n2)cc1
  -10.2 | 100.9 | -6.6 | 0.9 | 109.4 | -13.3 | 0.94 | 0.3 | 13.3 | 2.1
Cc1ccc2c(c1)N(CCCC(=O)NCC1COc3ccccc3O1)C(=O)CO2 (configuration not stated)
  6.6 | 100.2 | -7.3 | 4.7 | 94.0 | 37.7 | 1.07 | -0.1 | -37.7 | 0.4
COc1ccc(-c2cc(-c3ccc(OC)c(OC)c3)n[nH]2)c(O)c1
  3.5 | 99.1 | 7.6 | -1.9 | 96.7 | 126.6 | 4.05* | 0.1 | -126.6 | 0.4
O=C(O)C1C2CCC(O2)C1C(=O)Nc1ccc(F)cc1 (configuration not stated)
  1.2 | 90.0 | -5.4 | 19.1 | 97.0 | -4.5 | 1.24 | 0.1 | 4.5 | 4.0
Cc1cc(Cl)ccc1OCC(=O)N/N=C1\CCCc2ccccc21
  4.9 | 91.7 | -3.1 | 12.0 | 95.6 | 7.7 | 1.36 | 0.0 | -7.7 | 15.0*
Cc1cc(Br)ccc1OCCCCNCCO
  -4.6 | 107.8 | -2.6 | -9.4 | 104.2 | 6.3 | 1.05 | -0.5 | -6.3 | 1.3
O=C(NCC1CCCO1)C1CCCN1C(=O)Nc1ccc(Cl)cc1 (configuration not stated)
  -7.3 | 100.1 | -0.8 | 4.4 | 105.2 | 29.4 | 1.1 | 0.0 | -29.4 | 0.2
Cn1c(=O)cc(OCC(=O)NCCCN2CCN(c3cccc(Cl)c3)CC2)c2ccccc21
  -2.0 | 100.1 | -3.8 | 0.1 | 102.7 | 10.9 | 0.79 | -0.2 | -10.9 | 2.9
CCOC(=O)CC(=O)CSc1nc2c(cc1C#N)CCCCC2
  -44.8 | 93.6 | 3.9 | 11.2 | 140.7* | 125.7 | 4.57* | 0.2 | -125.7 | 1.1
COC(=O)c1sccc1NC(=O)C12CC3CC(CC(C3)C1)C2
  0.9 | 103.3 | . | -1.7 | 99.6 | 8.6 | . | 0.0 | -8.6 | .

Rewritten with two lines to a compound: 2 of the compounds above.
Below each compound: STAT1 inh | STAT3 activator | FLuc inh counter | STAT3 blocker | STAT1 act | APP 5'UTR act | NF-kB neuron act | Hsp70 act | APP 5UTR inh | RAM network inh
> Cc1ccc([N+](=O)[O-])c(OCCN2CCC(Cc3ccccc3)CC2)c1
→ -1.6 | 95.5 | -0.8 | 7.5 | 99.2 | -24.1 | 1.08 | 0.0 | 24.1 | 0.0
> Cc1cc(C)n2nc(C(=O)OCC(=O)Nc3ccc4c(c3)OCO4)nc2n1
→ -2.4 | 108.2 | -1.9 | -6.8 | 102.2 | 8.0 | 1.17 | 1.0 | -8.0 | 0.9

Assay outcomes: PubChem BioAssay, several laboratories
